# Screening results from PubChem.
# Kir21 block = blocks the mouse Kir2.1 inward-rectifier potassium channel; P35561; HEK293-Kir2.1, FluxOR thallium flux fluorescence; stronger effect = lower value; B-score at 10 µM; 310,000 tested, 0.85% active;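 active = fluorescence ratio B-score at or below minus 3 SD of library scores, with starting-brightness B-score within 2 SD, cut at about -4.2 in these data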;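 also: channel flux triggered by added potassium and thallium sulfate stimulus; B-score of peak minus minimum fluorescence over baseline after thallium stimulus; more negative B-score means stronger Kir2.1 block with less thallium influx; some compounds called inactive have numbers as strong as hits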
# Target sequence (P35561 whole entry, looked up): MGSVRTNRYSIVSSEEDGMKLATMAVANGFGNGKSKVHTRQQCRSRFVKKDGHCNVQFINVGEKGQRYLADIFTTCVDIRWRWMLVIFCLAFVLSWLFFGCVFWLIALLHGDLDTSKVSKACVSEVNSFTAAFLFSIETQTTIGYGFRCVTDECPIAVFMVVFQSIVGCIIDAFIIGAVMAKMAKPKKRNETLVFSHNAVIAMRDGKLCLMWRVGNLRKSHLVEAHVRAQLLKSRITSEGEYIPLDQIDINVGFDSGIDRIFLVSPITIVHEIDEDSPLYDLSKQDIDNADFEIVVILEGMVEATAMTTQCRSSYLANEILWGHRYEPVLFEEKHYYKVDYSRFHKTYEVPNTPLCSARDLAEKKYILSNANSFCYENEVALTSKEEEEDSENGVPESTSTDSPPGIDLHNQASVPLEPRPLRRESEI
# KCNQ2 block = KCNQ2 channel blockers in CHO-K1 cells – cell-based, FluxOR thallium flux, B-score, primary screen (AID 2156); 20 min; stronger effect = lower value; B-score at 10 µM; 310,000 tested, 1.1% active;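 active = fluorescence ratio B-score at most minus 3 library SDs, with starting brightness B-score within 2 library SDs, cut at about -5.5 in these data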
# * = called active by the depositor; i = inactive.
nr	SMILES	Kir21 block	KCNQ2 block
1	COc1ccc(/C=N/N2CCN(c3ccccc3OC)CC2)cc1Br	1.17	i
2	COc1ccc(C)cc1NC(=O)CC(NC(C)=O)c1ccccc1 (stereo not drawn)	0.8	i
3	O=C(O)/C=C/c1coc2ccccc2c1=O	-1.2	i
4	Cc1nn(C)cc1/C=N/NC(=O)c1sc2ccccc2c1Cl	2.18	i
5	CC1CCC(C(C)C)C(OC(=O)C[n+]2cc(-c3ccc(Cl)cc3)n3c2CCC3)C1 (stereo not drawn)	-1.85	i
6	CCNc1nc(NCC)nc(Oc2ccc(OCc3ccccc3)nn2)n1	0.7	i
7	O=C(CSc1nc2nccnc2c(=O)n1Cc1cccs1)Nc1ccccc1F	-0.25	i
8	COc1cccc(CN2CC(C(=O)N(C)Cc3nc4ccc(F)cc4[nH]3)CCC2=O)c1 (stereo not drawn)	0.54	i
9	COc1cccc(/C=C2\SC(=O)N(CC(=O)NCCCn3ccnc3)C2=O)c1	-2.01	i
10	CCC(=O)Nc1cc2nn(-c3ccccc3)nc2cc1Cl	-0.1	i
11	CCOC(=O)N1CCN(C(=O)c2ccc3c(=O)n(CCc4ccccc4)c(=O)[nH]c3c2)CC1	-0.72	i
12	CC(c1ccccc1)n1c(CCCO)nc2ccccc21 (stereo not drawn)	-0.76	i
13	COc1ccccc1N1CCN(CC(O)COc2ccc(C)cc2C)CC1 (stereo not drawn)	-0.4	i
14	CCCNC(=O)COc1nc2ccccc2nc1N1CCOCC1	-0.55	i
15	NS(=O)(=O)c1ccc(N=Nc2ccc(=O)[nH]c2O)cc1	0.04	i
16	N#Cc1nc(COc2ccc(F)cc2)oc1N1CCC(Cc2ccccc2)CC1	0.05	-8.86*
17	COc1cc(NS(=O)(=O)c2ccc(NC(=O)c3cccs3)cc2)nc(OC)n1	1.1	i
18	O=C(CSc1ncnc2c1cnn2-c1ccccc1)NC1CCCC1	0.63	i
19	O=C(O)CCSC(=S)N1CCOCC1	-0.38	i
20	OCCSc1c(F)c(SCCO)c(SCCO)c(F)c1SCCO	1.65	i
21	CCOC(=O)c1c(N/N=C/c2ccncc2)n[nH]c1C	0.45	i
22	O=C(Cc1ccccc1)Nc1ccc(C(=O)Nc2ccccc2C(=O)O)cc1	1.9	i
23	CC(=O)Nc1ccc(C(=O)Nc2ccc(S(=O)(=O)N3CCCCC3)cc2)cc1	0.28	i
24	O=c1[nH]c2cccnc2n1Cc1ccccc1	0.39	i
25	COc1ccc(N(C)C(=O)C2CCCN2S(=O)(=O)c2cccc3nsnc23)c(OC)c1 (stereo not drawn)	0.04	i
26	COc1ccc(CCNC(=O)C2CCCCC2C(=O)O)cc1OC (stereo not drawn)	0.01	i
27	CCOC(=O)Cc1c(C)nc2c(-c3ccccc3)c(C)nn2c1C	-0.45	i
28	COC(=O)c1ccc(CN2C(=O)NC3(CCC(C)CC3)C2=O)cc1 (stereo not drawn)	0.29	i
29	Cc1cccc(N(C(=O)CNC(=O)c2cccs2)C(C(=O)NC2CCCC2)c2ccncc2)c1 (stereo not drawn)	1.23	i
30	COc1cccc(C(=O)Nc2c(C)n[nH]c2C)c1	-0.15	i
31	COc1ccc(C)cc1NS(=O)(=O)c1ccc(NC(=O)CN(c2cc([N+](=O)[O-])ccc2C)S(C)(=O)=O)cc1	0.07	i
32	O=C(CSc1nnc(NC(=O)c2c(F)cccc2F)s1)NCc1ccc(F)cc1	0.81	i
33	Cc1cc(C)c(NC(=O)C2CC(=O)N(Cc3ccccc3)C2)c(C)c1 (stereo not drawn)	1.1	i
34	CCOC(=O)c1sc(NC(=O)c2ccc3nc[nH]c3c2)nc1C	-0.3	i
35	CCOC(=O)c1cc(-c2ccccc2)sc1NC(=O)CC(C)C	-0.52	i
36	CCOC(=O)C(C)(C)N(Cc1cccc(C)c1)S(=O)(=O)c1ccc(Cl)c([N+](=O)[O-])c1	-0.88	i
37	Cc1c(S(=O)(=O)N2CCN(C(=O)c3ccco3)CC2)c(=O)n(C)c(=O)n1C	-0.31	i
38	COc1cccc(CN2CCN(C(=O)c3ccc(-c4ccccc4)cc3)CC2)c1OC	-1.1	i
39	COc1ccc(Cn2c(C)cc3c(c2=O)C(c2cccs2)C(C#N)=C(N)O3)cc1OC (stereo not drawn)	1.3	i
40	CC(C)(C)c1cc(CP(=O)(c2ccccc2)c2ccccc2)cc(C(C)(C)C)c1O	-2.66	-5.71*
41	COc1ccc(C(=O)Nc2ccnn2C2CCN(Cc3ccn[nH]3)CC2)cc1	-0.63	i
42	CC(C)(C)Nc1nc(N)nc(Cl)n1	0.37	i
43	Clc1ccccc1-c1nnc2sc(-c3ccc4c(c3)OCO4)nn12	-0.63	i
44	COc1cccc(C(=O)C2CCCN(Cc3cn[nH]c3C3CCCCC3)C2)c1 (stereo not drawn)	-0.03	i
45	O=C(COC(=O)CCN=C1NS(=O)(=O)c2ccccc21)NC1CCCCCCC1	0.49	i
46	CCCC1CCC(C(=O)Nn2cnc3ccccc3c2=O)CC1 (stereo not drawn)	0.03	i
47	COc1cc(C2C(C(=O)c3ccc(C)o3)=C(O)C(=O)N2c2cc(C)on2)ccc1OCc1ccccc1 (stereo not drawn)	1.07	i
48	COc1ccccc1C(O)P(=O)(OC1CCCCC1)OC1CCCCC1 (stereo not drawn)	-2.54	i
49	Cc1cc(C)n2nc(C(=O)NC(C)(C)C)nc2n1	-1.16	i
50	CC1=C(C#N)C(NC(=O)c2ccccc2Cl)(C(F)(F)F)C(=O)N1 (stereo not drawn)	3.58	i

# (list continues)
nr	SMILES	Kir21 block	KCNQ2 block
51	O=C(O)CCCSCC(=O)Nc1ccccc1	1.49	i
52	N#CCCN(C(=O)CSc1nc(-c2ccccc2)cn1N)c1ccc(F)cc1	-0.44	i
53	COc1ccc(NC(=O)COc2ccc(Br)cc2)c(OC)c1	2.76	i
54	COC(=O)N/N=C/c1c[nH]c2ccccc12	0.17	i
55	CCOC(=O)c1c(NC(=O)CNC2CCCc3ccccc32)sc(C(N)=O)c1C (stereo not drawn)	-2.08	i
56	COc1ccc(Cc2nnc(N/N=C/c3ccc(N(C)C)cc3)[nH]c2=O)cc1OC	0	i
57	O=C(COc1ccccc1C(=O)N/N=C\c1ccc(O)c(O)c1)N/N=C/c1ccc(O)c(O)c1	-0.95	i
58	O=C1CC(c2ccccc2)CC(=O)C1Sc1ccc(Cl)cc1 (stereo not drawn)	0.68	i
59	c1ccc(-c2nccc(-c3ccco3)n2)nc1	-0.27	i
60	CCN(CC)C(=O)CSc1nc(C)cc(-c2cccs2)c1C#N	2.01	i
61	O=C(NNS(=O)(=O)c1ccc(Br)cc1)C1CCCCC1	-1.4	i
62	CN(C)S(=O)(=O)c1ccc(C(=O)Nc2nc(-c3cccs3)cs2)cc1	0.26	i
63	CCCN1CNC(=S)N(c2ccccc2OC)C1	0.2	i
64	Cc1cc(NC(=O)C2CC(=O)N(c3ccccc3C)C2)no1 (stereo not drawn)	-1.05	i
65	O=C(NCc1cccs1)c1cc2ccccc2o1	-0.72	i
66	CCC(=O)Nc1ccc2c(c1)nc1n2CCN(CCOC)C1	-0.04	i
67	CN(C(=O)CCNC(=O)Cn1cnc2ccccc2c1=O)c1ccc(Br)cc1	-0.66	i
68	COc1ccc(C(=O)CSc2nnc(CNC(=O)c3ccccc3)o2)cc1	-0.85	i
69	CCC(=O)N1CCc2cc(S(=O)(=O)CCC(=O)NCCc3ccc(OC)c(OC)c3)ccc21	1.32	i
70	COc1ccc(Cl)cc1C(=O)N(Cc1nc(-c2cccc(C)c2)no1)C(C)C	-1.31	i
71	CC1(C)CC2CC(C)(CN2c2ncnc3ccccc23)C1 (stereo not drawn)	-2.85	i
72	CC(C(=O)N1CCCCC1)n1ncn2cccc2c1=O (stereo not drawn)	-2.16	i
73	C=CCn1c(C)cc(/C([O-])=C(/C(=S)Nc2ccc(OC(F)F)cc2)[n+]2ccc(N(C)C)cc2)c1C	-0.18	i
74	CC1CCN(C(=O)CN2C(=O)c3ccccc3S2(=O)=O)CC1	0.24	i
75	O=C(Nc1ccc(Br)cc1F)C1CCCN(S(=O)(=O)c2cnc[nH]2)C1 (stereo not drawn)	0.39	i
76	Cn1c2ccccc2c2nnc(SCC(=O)Nc3cccc(O)c3)nc21	1.01	i
77	Cc1ccc(S(=O)(=O)N(C)c2ccccc2C(=O)NC2CCCC2)cc1	1.51	i
78	CC(C)(C)NC(=O)C(c1ccc(O)cc1)N(Cc1ccccc1)C(=O)CCC(=O)Nc1nccs1 (stereo not drawn)	0.89	i
79	Cc1cc(CN(C)Cc2ccc(OCC(O)CN(C)Cc3ccccc3)cc2)on1 (stereo not drawn)	-3.23	i
80	Cc1ccccc1Nc1nc(N)nc(CN(C)Cc2ccccc2Cl)n1	0.66	i
81	CSCCC(NS(=O)(=O)c1ccc2c(c1)OCCO2)C(=O)NCCc1ccccn1 (stereo not drawn)	1.36	i
82	NC(=O)C1CCN(S(=O)(=O)c2cccc(C(=O)O)c2)CC1	0.14	i
83	Cc1c(-n2c(SCC(C)C)nc3ccccc3c2=O)c(=O)n(-c2ccccc2)n1C	-1.5	i
84	CCN(CC)N=Nc1cccc(NC(C)=O)c1	1.58	i
85	Cc1cc(C)c(C#N)c(Oc2ccc(O)cc2)n1	-0.96	i
86	CCc1cccc(NC(=O)CCc2c(C)nn(-c3ccc(N4CCCCC4)nn3)c2C)c1	-0.03	i
87	C/C(CCc1oc2ccccc2c1-c1ccc(C)o1)=N/O	-0.83	i
88	NS(=O)(=O)c1ccc(NC(=O)COC(=O)c2cc3ccccc3cc2O)cc1	0.72	i
89	COC(=O)c1sccc1NC(=O)c1ccc(Cl)cc1	-0.38	i
90	COc1ccccc1C(=O)NC(=O)COC(=O)c1ncc(Cl)c(Cl)c1Cl	0.06	i
91	Cc1ccc(CNC(=O)CS(=O)Cc2nc(-c3cccs3)oc2C)cc1 (stereo not drawn)	-0.65	i
92	O=C(c1cccc(-c2ccc(O)cc2)c1)N1CCN(c2ccc(F)cc2)CC1	0.94	i
93	O=C1CCCCCN1CP(=O)(O)CCc1ccccc1	-1.62	i
94	COc1cccc(NC(=O)CSc2nnc(-c3cc(C)[nH]n3)n2N)c1	2.57	i
95	Fc1ccccc1CSc1ncnc2c1oc1ccccc12	-2.89	i
96	COc1ccc(NC(=O)CNS(=O)(=O)c2ccc3nc(C)sc3c2)c(OC)c1	-0.03	i
97	O=C(N/N=C\c1c[nH]c2ccccc12)c1ccc(O)cc1	-1.12	i
98	COc1ccc(C(C)NC(=O)c2ccncc2)cc1OC (stereo not drawn)	-0.85	i
99	CCn1c(COc2ccc(OC)cc2)nc2ccccc21	-0.18	i
100	COc1ccc(OC)c(NC(=O)c2cnc(Nc3ccccc3OC)c3ccccc23)c1	-0.53	i

# Of the compounds above, these have a furan ring, fused or not:
nr	SMILES	Kir21 block	KCNQ2 block
37	Cc1c(S(=O)(=O)N2CCN(C(=O)c3ccco3)CC2)c(=O)n(C)c(=O)n1C	-0.31	i
47	COc1cc(C2C(C(=O)c3ccc(C)o3)=C(O)C(=O)N2c2cc(C)on2)ccc1OCc1ccccc1 (stereo not drawn)	1.07	i
59	c1ccc(-c2nccc(-c3ccco3)n2)nc1	-0.27	i
65	O=C(NCc1cccs1)c1cc2ccccc2o1	-0.72	i
87	C/C(CCc1oc2ccccc2c1-c1ccc(C)o1)=N/O	-0.83	i
95	Fc1ccccc1CSc1ncnc2c1oc1ccccc12	-2.89	i

# Carrying on.
nr	SMILES	Kir21 block	KCNQ2 block
101	COc1ccc(C2c3[nH]c4ccccc4c3C[C@H]3C(=O)N(C)CC(=O)N23)cc1OC (stereo partly drawn)	1.39	i
102	CCN1CCN(C(=O)CCN2C(=O)c3ccccc3S2(=O)=O)CC1	-0.93	i
103	Cc1cc2oc(C(=O)NCc3ccc(S(N)(=O)=O)cc3)c(C)c2cc1C	0.14	i
104	COC(=O)C1(C)NC(c2cccc(C)c2)C2C(=O)N(c3ccc(F)cc3)C(=O)C21 (stereo not drawn)	0.54	i
105	Cc1ccc(/C=C2\SC(=S)N(CCC(=O)Nc3cccnc3)C2=O)cc1	-0.1	i
106	COc1ccc(C(=O)NCCN2C(=O)S/C(=C\c3cccnc3)C2=O)c(OC)c1OC	-0.24	i
107	CCCS(=O)(=O)c1c(S(=O)(=O)CCC)c2ccccn2c1C(=O)OC	0.18	i
108	CCCCOC(=O)CSC(=S)N(C)Cc1cccs1	-0.05	i
109	CC(C)OC(=O)C(C)Nc1ccc(F)c(Cl)c1 (stereo not drawn)	0.03	i
110	COc1cc(OC)cc(C(=O)NCCN2C(=O)S/C(=C\c3cccs3)C2=O)c1	-0.39	i
111	O=C(N/N=C/c1ccc([N+](=O)[O-])cc1)c1cccc(N2CCCC2=O)c1	-0.32	i
112	O=C1CN(C(=O)CNC(=O)c2cccc(Cl)c2)c2ccccc2N1	1.7	i
113	Cc1ccc(NC(=O)c2ccn(C)n2)c(Br)c1	1.64	i
114	CCCCOC(=O)CCNc1n[nH]c(=O)[nH]c1=O	0	i
115	C/C(CC(=O)Nc1ccc2c(c1)OCCO2)=N\NC(=O)COc1ccc(C)cc1	2	i
116	O=C(Nc1cc(-c2ccccc2)sc1C(=O)O)c1cccc(F)c1	0.67	i
117	COc1cc(S(=O)(=O)Nc2cccnc2)ccc1Cl	-0.85	i
118	O=C(Oc1ccc(N2C(=O)CCC2=O)cc1)c1ccccc1	-1.76	i
119	Cc1ccc(OCCC(=O)OCC(=O)Nc2c(C)nn(-c3ccccc3)c2C)cc1	2.65	i
120	COc1cccc(C2C(C(=O)OC(C)C)=C(C)N=c3s/c(=C\c4ccc(C(=O)O)cc4)c(=O)n32)c1 (stereo not drawn)	-2.94	i
